Screening results (PubChem)
CendR NRP1 mod: NRP-1/CendR interaction modulation; O14786; FAM-RPARPAR peptide binding to NRP-1, fluorescence polarization; inhibition, % at 25 µM; 0.85% of 360,000 active;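 active = inhibition or corrected inhibition above about 18%, plus a signal ratio from 0.5 to 1.5, limit read from the data, passing the limit was not always enough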; note: strong numbers were not always called active
Target sequence (O14786 whole entry, looked up): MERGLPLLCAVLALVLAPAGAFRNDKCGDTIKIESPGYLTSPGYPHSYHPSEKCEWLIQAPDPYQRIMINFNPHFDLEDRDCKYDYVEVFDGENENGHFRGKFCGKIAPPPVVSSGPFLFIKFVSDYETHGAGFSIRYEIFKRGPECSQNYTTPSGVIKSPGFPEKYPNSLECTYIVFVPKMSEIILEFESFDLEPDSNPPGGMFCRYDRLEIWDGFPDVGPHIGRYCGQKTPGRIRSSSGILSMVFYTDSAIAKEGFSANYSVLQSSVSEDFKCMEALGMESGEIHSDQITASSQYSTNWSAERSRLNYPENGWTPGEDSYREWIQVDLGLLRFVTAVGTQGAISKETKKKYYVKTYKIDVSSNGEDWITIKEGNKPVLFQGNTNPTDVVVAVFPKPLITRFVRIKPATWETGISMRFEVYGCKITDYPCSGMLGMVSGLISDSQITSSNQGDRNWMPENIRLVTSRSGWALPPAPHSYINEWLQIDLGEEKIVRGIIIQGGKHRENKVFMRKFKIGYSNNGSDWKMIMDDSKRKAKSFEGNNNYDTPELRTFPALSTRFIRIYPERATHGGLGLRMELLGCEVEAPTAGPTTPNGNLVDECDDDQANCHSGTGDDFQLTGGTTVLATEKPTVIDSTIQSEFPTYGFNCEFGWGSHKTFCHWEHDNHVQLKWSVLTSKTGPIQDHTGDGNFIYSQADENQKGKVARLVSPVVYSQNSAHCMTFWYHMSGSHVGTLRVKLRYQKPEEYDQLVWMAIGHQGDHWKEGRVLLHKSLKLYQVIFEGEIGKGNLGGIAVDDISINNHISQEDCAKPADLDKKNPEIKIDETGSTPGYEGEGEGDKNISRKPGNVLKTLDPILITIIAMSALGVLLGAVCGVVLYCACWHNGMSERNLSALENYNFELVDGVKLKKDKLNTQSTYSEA
SKN-1 block: inhibitors of C. elegans SKN-1; inhibition, % at 21.8 µM; 0.49% of 360,000 active; AID 624304; C. elegans VP596 Pgst-4::GFP/RFP ratio, acrylamide-induced, 24 h;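 active = interference check ratio from 0.5 to 1.5 plus GFP to RFP signal ratio inhibition reaching or exceeding a fixed threshold, cut at about 30% in these data, passing the limit was not always enough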; note: some compounds called inactive have numbers as strong as hits
MT1-MMP act inh: inhibitors of human MT1-MMP activation | 0.061% of 360,000 active | HT1080 RFP-PRO-GFP cells, GFP/RFP ratio fluorescence, overnight; percent of plate control window, DMSO zero | AID 651647 | GFP/RFP ratio change, % at 20 µM | P50281;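 active = GFP/RFP ratio change of at least 30% with cell ATP level not reduced by more than half and red fluorescence within 50% of control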; note: strong numbers were not always called active
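Assay system – RFP-PRO-GFP reporter HT1080 cells · Compound dosing – single dose of 20 µM compound, 1% DMSO final · Incubation – overnight compound exposure at 37 °C · Measure – GFP/RFP fluorescence ratio · Benchmarks – DMSO wells and RFP-L50D-GFP cells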
bovine MsrA act: activators of bovine methionine sulfoxide reductase A; purified bovine MsrA, absorbance read-out; activation, % at 10.6 µM; 0.3% of 360,000 active; in the data active = activation above about 7.5%;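 note: 0% = vehicle and 100% = reference activator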
FAS-TE inh: blocks the thioesterase domain of human fatty acid synthase. P49327. recombinant FAS-TE, OMFH fluorogenic substrate, fluorescence endpoint. inhibition, % at 15 µM. 0.67% of 360,000 active. AID 602261;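 active = compounds whose normalised, plate-corrected inhibition of enzyme fluorescence in the single-dose primary screen is 50% or more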;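 note: 0% = DMSO with enzyme and 100% = substrate without enzyme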
eLon inh: inhibitors of E. coli Lon protease; P0A9M0; purified E. coli Lon protease, fluorescence polarization; inhibition, % at 7.94 µM; 0.42% of 360,000 active; in the data active = inhibition above about 13%, passing the limit was not always enough;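 note: 0% = enzyme with probe and DMSO and 100% = no enzyme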
TbMetRS inhib: blocks T. brucei methionyl-tRNA synthetase activity. purified T. brucei MetRS, ATP depletion, Kinase-Glo luminescence. inhibition, % at 11.9 µM. AID 624268. 0.4% of 360,000 active;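 active = inhibition above a per-plate cutoff of the control wells' mean inhibition plus 3 SD, cut at about 5.5% in these data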;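 note: 0% = DMSO wells median and 100% = median of wells with control inhibitor compound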
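Material: T. brucei methionyl-tRNA synthetase, purified; reagent: substrates ATP, L-methionine and bulk Escherichia coli tRNA; dosing: 11.9 µM single point; timing: 15 min plus 2 h at 25 °C; detection: luminescence of leftover ATP; evaluation: % inhibition; control set: DMSO-only wells as low control; replicates: singlicate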
PABP1 MLLE inh: inhibitors of microRNA-mediated deadenylation, human PABP1 MLLE binding | P11940 | GST-MLLE / FITC-PAM2 fluorescence polarization | inhibition, % at 20 µM | 0.36% of 360,000 active | AID 588489; in the data active = inhibition above about 35%, passing the limit was not always enough;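 note: plate controls were DMSO wells with GST-MLLE for no effect and wells lacking GST-MLLE protein for full effect; some results filed as inactive read as strong as hits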
MsrA inh: inhibitors of bovine MsrA | purified bovine MsrA, absorbance read-out | inhibition, % at 15.5 µM | 0.75% of 360,000 active; in the data active = inhibition above about 4.5%;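 note: 0% = vehicle wells with enzyme and 100% = reference inhibitor wells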
The depositor's hits bear a star; nt = no result given.

SMILES	CendR NRP1 mod	SKN-1 block	MT1-MMP act inh	bovine MsrA act	FAS-TE inh	eLon inh	TbMetRS inhib	PABP1 MLLE inh	MsrA inh
CCCCN(C)C(=O)c1sc(=O)n(Cc2c(C)cccc2C)c1C	-2	-11	1	-4	1	1	-0.5	0	-0.7
COc1ccc(C(C#N)c2cnccn2)cc1OC (stereo unspecified)	6	4	0	-10	-10	-5	-0.5	14	0.4
O=C(COC(=O)c1c[nH]c2ccccc12)NC1CCCC1	1	-9	-4	22*	-4	-3	-0.1	7	-1.3
COc1cc2cc(C(=O)NCCc3c[nH]c4ccccc34)c(N)nc2cc1OC	-68	-14	-14	-12	-39	-327	-1.2	nt	2.2
CN(C)c1ccc(CNc2ncc(Br)cc2Br)cc1	6	-5	5	0	8	-3	0.3	-2	0.1
CC1=Nc2ccc3ccccc3c2C1(C)C	-110	15	-44	-3	-26	-110	-1.3	-39	0.2
CCOC(=O)C(=Cc1ccccc1OC)C(=O)OCC	11	-10	-4	-10	-11	-8	-0.9	-3	1.2
Cc1ccc2[nH]c(=O)c(CN(Cc3ccc4c(c3)OCO4)Cc3nnnn3Cc3ccco3)cc2c1	-30	7	-11	-3	-4	-3	0.3	0	-0.2
Cc1cc(C)nc(NS(=O)(=O)c2ccc(NC(=O)c3ccc(O)cc3O)cc2)n1	-6	5	1	-5	-1	-2	0.5	-1	1.4
Cn1cc(C(=O)Nc2cccc(F)c2)cn1	-5	-2	7	-5	-4	-11	-1.1	2	-0.6
COc1ccc(/C(C)=N/NC(=O)c2ccncc2)cc1	-3	-1	-1	-3	-7	-3	-0.4	9	-1.4
CCc1nnc2cccc(Cl)n12	11	-3	1	-1	-3	-2	0.4	8	-0.9
COc1ccccc1N(CC(=O)NC1CCCCC1)S(C)(=O)=O	6	-5	2	-6	-10	-3	0.2	3	-0.2
Cc1ccn2c(C(C)O)nnc2c1 (stereo unspecified)	-2	5	2	-2	-6	1	0.1	8	-0.3
Cc1cc(OCc2ccc(C(=O)NN=C3CCCC3)cc2)ccc1Cl	-2	-16	4	-9	5	-4	-1.1	11	-0.1

Next part; the last two above are carried over.
SMILES	CendR NRP1 mod	SKN-1 block	MT1-MMP act inh	bovine MsrA act	FAS-TE inh	eLon inh	TbMetRS inhib	PABP1 MLLE inh	MsrA inh
Cc1ccn2c(C(C)O)nnc2c1 (stereo unspecified)	-2	5	2	-2	-6	1	0.1	8	-0.3
Cc1cc(OCc2ccc(C(=O)NN=C3CCCC3)cc2)ccc1Cl	-2	-16	4	-9	5	-4	-1.1	11	-0.1
CCC1(C)Cc2[nH]c(=O)c(C#N)cc2CO1 (stereo unspecified)	16	2	-3	-11	0	-4	-1.2	-12	3.3
Cc1ccc(-n2c(Cl)c(Cl)nc(Cl)c2=O)cc1	23	-5	1	-8	78*	-8	0.3	36	nt
CCOc1ccc(N(C(=O)c2snc(C(N)=O)c2N)C(C)C(=O)NC2CCCCC2)cc1 (stereo unspecified)	-6	0	1	-4	13	11	-0.4	-2	2.2
CC1Cc2cc(S(=O)(=O)NCCC(=O)NCc3ccc(F)cc3)ccc2N1C(=O)C1CC1 (stereo unspecified)	12	9	-1	-3	-3	-4	-0.3	5	-0.6
CCOC(=O)[C@@H]1[C@H]2COc3ccc(Br)cc3[C@H]2N2C(=O)N(c3ccc(OC)cc3)C(=O)[C@]12C	-6	1	0	-3	36	7	0.1	6	-0.6
CCn1c(O)c(N=NC(=O)Cn2ccc(C(F)(F)F)n2)c2ccccc21	15	0	4	-8	9	-5	-0.5	-5	1.5
CCCCCCCC[n+]1cccc2c3ccccc3ccc21	13	-10	-32	-1	1	-4	2.2	-123	0.9
Nc1nc(N)c(N=Nc2ccc(C(=O)O)cc2)c(N)n1	-4	5	5	-1	-2	3	-0.8	-14	1.2
COCCn1c(SCc2ccccc2F)nc2ccccc2c1=O	4	17	-5	-2	10	5	-0.1	25	0.8
O=C(CCNC(=O)c1ccccc1Cl)Nc1cc(S(=O)(=O)N2CCOCC2)ccc1N1CCCC1	-6	5	-2	-3	-2	-5	-0.5	12	1.2
CC(C)(C)c1ccc(C(CC(=O)O)NC(=O)Cc2ccc(Cl)cc2)cc1 (stereo unspecified)	1	-2	-2	-2	14	2	0.1	2	-0.6
CCn1c(=O)c2cc(C(=O)N(C)c3cc(C)ccc3OC)sc2c2ccccc21	1	1	-9	-11	22	11	-0.6	18	0.4
C[C@@H]1CC[C@@]2(O[C@@H](CCO)C[C@@H](O)[C@@H]2O)O1	-4	14	3	3	-2	-13	0.0	15	-0.3
c1coc(CNc2ncnc3ccccc23)c1	-20	-3	-11	-2	1	-16	0.5	-20	-0.8
O=C1C=CC(=O)c2c(O)c(N3CCN(CCO)CC3)c(Cl)c(O)c21	55*	32	-6	-8	1	172*	-0.3	91*	-0.1
Cc1ccc(NC(=O)CN2C(=O)NC3(CCCc4ccccc43)C2=O)c([N+](=O)[O-])c1 (stereo unspecified)	-8	2	0	-5	2	-11	0.0	-4	0.8
CC(C)CCN(C(=S)NC(=O)C1CCCCC1)c1c(N)n(Cc2ccccc2)c(=O)[nH]c1=O	0	9	-15	1	-2	-2	0.0	4	0.5
CC(C)(C)c1ccc(C(=O)NCCC(=O)NCc2ccco2)cc1	7	-4	2	-5	-1	1	-0.9	-39	0.1
C/C=C/c1ccc(OCCCn2cncn2)c(OC)c1	3	-8	2	-5	-6	-11	-0.5	-9	-0.5
O=C(Nc1ccc(Cl)c(S(=O)(=O)N2CCCCC2)c1)c1cnccn1	6	15	4	-2	9	19	-0.4	-17	1.1
CN1CCN(c2nc3nonc3nc2N2CCN(C)CC2)CC1	12	-11	4	-1	-8	8	-0.3	25	2.1
CC1CCC(C(=O)NC(C(=O)N2CCN(c3ccccn3)CC2)C(C)C)CC1 (stereo unspecified)	-8	14	-4	-3	-5	2	-0.9	-1	0.6
COc1ccc(Cl)cc1NC(=O)NCC1CCN(C(=O)OC(C)(C)C)CC1	6	-10	5	-1	15	-13	0.1	-6	0.8
O=C(CSc1nccn1-c1ccc(F)cc1)NCc1ccc(F)cc1	3	5	-1	2	-1	2	2.3	2	1.1
Cc1ccc(NC(=O)CSc2nnc(Cc3ccccc3)o2)c(C)c1	14	-2	2	-6	16	-1	-0.4	24	-0.3
O=C(c1ccccc1)N1CCN(C(=S)NCCc2ccccc2)CC1	-2	0	-1	-6	-9	-1	0.2	-131	0.1
Cc1ccc(Cc2c(C3CCCCC3)nc3cc(C)c(Br)c(C)n23)cc1	4	-9	-1	-1	10	-1	-0.3	-15	-0.1
O=S(=O)(NCCC(c1ccc(F)cc1)c1ccco1)c1ccccc1 (stereo unspecified)	-12	-14	0	-2	34	-12	0.6	-3	-0.1
CSc1ccc(Cl)c(C(=O)Nc2ccc(N3CCOCC3)cc2)c1	2	-5	0	-6	2	-11	-0.7	1	-0.4
O=C(CN1C2=NCCCN2c2ccccc21)c1cccc(Br)c1	-10	0	5	0	-12	1	0.4	12	0.0
Cc1cccc(N=C2NC(=O)/C(=C/c3cn(C)c4ccccc34)S2)c1	-25	12	-21	-11	52*	-11	-1.2	-45	-0.5
Cc1ccc(CNS(=O)(=O)c2c(C)[nH]c(C)c2C(=O)N2CCCCC2)o1	4	1	0	1	-4	-3	-0.6	15	0.0
CCN1C(=O)[C@H]2[C@@H](c3ccc(C)cc3)N3C(=O)N(c4ccc(OC)cc4)C(=O)[C@@]3(Cc3ccccc3)[C@H]2C1=O	-3	-4	3	-1	-5	-6	-0.3	-13	0.1
Cc1ccc(C)c(NC(=O)CCc2ccc(C)o2)c1	1	15	4	-10	-5	-3	-1.4	-8	0.5
CC(=O)NC12CC3CC(C1)CC(C(=O)Oc1ccc(N(C)S(=O)(=O)c4cc(C)ccc4C)cc1)(C3)C2	14	4	-2	-3	23	-9	-0.3	7	-0.1
CCc1c(-c2ccccc2)nc2sc3c(c2c1N)CCCC3	-1	8	1	-3	17	-5	0.2	5	1.3
O=C(NCCc1ccccc1)c1cccs1	2	-14	1	-1	-6	-2	-0.4	3	-0.2
NC(=O)NC(CC(=O)NCCc1ccccn1)c1ccccc1Cl (stereo unspecified)	3	0	-5	-2	-7	-7	0.4	10	0.7
CCc1nnc(NC(=O)CCN(c2cc(C)cc(C)c2)S(=O)(=O)c2ccc(Cl)cc2)s1	-6	-12	nt	-15	-10	1	-1.7	0	-1.0
CC(C)CN(C(=O)COC(=O)CCN1C(=O)c2ccccc2C1=O)C1CCS(=O)(=O)C1 (stereo unspecified)	-8	-5	-1	-3	-7	0	-0.6	5	0.3
O=C(Nc1ccc(SC(F)F)cc1)C12CCC(CC1)C2	-3	2	2	-5	7	-2	-0.6	-13	-1.1
O=C1CN(c2ccc(Br)cc2)C(=O)N1CC(=O)N1CCCc2ccccc21	4	9	1	-2	20	-1	-0.2	31	0.5
CCc1nn(CC(=O)Nc2cc(C)ccc2C)c(=N)s1	-3	-3	2	-2	-10	2	-0.3	7	-1.1
O=C(C[C@@H]1C/C=C\C[C@H](NC(=O)OCC2c3ccccc3-c3ccccc32)C(=O)OC[C@@H]2CCCN2C1=O)N[C@@H](CO)Cc1ccccc1	-1	3	-1	-6	-2	3	-0.2	12	-1.1
COc1ccc(S(=O)(=O)N2CCN(C(=O)c3ccco3)CC2)c(C)c1C	0	6	-4	-3	-4	4	-0.5	2	-0.2

For reference, twelve of the compounds above:
SMILES	CendR NRP1 mod	SKN-1 block	MT1-MMP act inh	bovine MsrA act	FAS-TE inh	eLon inh	TbMetRS inhib	PABP1 MLLE inh	MsrA inh
Cc1ccc(C)c(NC(=O)CCc2ccc(C)o2)c1	1	15	4	-10	-5	-3	-1.4	-8	0.5
CC(=O)NC12CC3CC(C1)CC(C(=O)Oc1ccc(N(C)S(=O)(=O)c4cc(C)ccc4C)cc1)(C3)C2	14	4	-2	-3	23	-9	-0.3	7	-0.1
CCc1c(-c2ccccc2)nc2sc3c(c2c1N)CCCC3	-1	8	1	-3	17	-5	0.2	5	1.3
O=C(NCCc1ccccc1)c1cccs1	2	-14	1	-1	-6	-2	-0.4	3	-0.2
NC(=O)NC(CC(=O)NCCc1ccccn1)c1ccccc1Cl (stereo unspecified)	3	0	-5	-2	-7	-7	0.4	10	0.7
CCc1nnc(NC(=O)CCN(c2cc(C)cc(C)c2)S(=O)(=O)c2ccc(Cl)cc2)s1	-6	-12	nt	-15	-10	1	-1.7	0	-1.0
CC(C)CN(C(=O)COC(=O)CCN1C(=O)c2ccccc2C1=O)C1CCS(=O)(=O)C1 (stereo unspecified)	-8	-5	-1	-3	-7	0	-0.6	5	0.3
O=C(Nc1ccc(SC(F)F)cc1)C12CCC(CC1)C2	-3	2	2	-5	7	-2	-0.6	-13	-1.1
O=C1CN(c2ccc(Br)cc2)C(=O)N1CC(=O)N1CCCc2ccccc21	4	9	1	-2	20	-1	-0.2	31	0.5
CCc1nn(CC(=O)Nc2cc(C)ccc2C)c(=N)s1	-3	-3	2	-2	-10	2	-0.3	7	-1.1
O=C(C[C@@H]1C/C=C\C[C@H](NC(=O)OCC2c3ccccc3-c3ccccc32)C(=O)OC[C@@H]2CCCN2C1=O)N[C@@H](CO)Cc1ccccc1	-1	3	-1	-6	-2	3	-0.2	12	-1.1
COc1ccc(S(=O)(=O)N2CCN(C(=O)c3ccco3)CC2)c(C)c1C	0	6	-4	-3	-4	4	-0.5	2	-0.2

Compounds as they come. About 4% of those tested had a hit in this group.
